# Source: PubChem
# C diff HTS = C. difficile growth inhibitors, primary screen, HTS; Clostridium difficile clinical isolate growth, OD600, 24 h; hits give low values; growth activity, negative = inhibition, % at 16 µg/mL (by protocol); actives 0.25% (n = 86,000);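 active = mean growth activity at or below -80% and every replicate also at or below -80%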;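 note: 0% = DMSO wells and -100% = levofloxacin 16 µg/mL wells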
# Tcruzi prolif = T. cruzi intracellular proliferation inhibitors, primary screen, cell-based, beta-gal Tulahuen parasites, NIH3T3 host, luminescence; T. cruzi beta-gal in NIH3T3, GalScreen luminescence, 90 h; inhibition, % at 8.34 µM; actives 5.9% (n = 77,000); AID 624255, 2012;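 active = mean inhibition above about 93%, with at least 55% of replicates each passing it, limit read from the data, passing the limit was not always enough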
# Pf Dd2 growth = P. falciparum Dd2 growth inhibitors, primary screen, SYBR Green fluorescence, single dose replicates. 72 h; hits give low values. activity change, % at 10 µM. actives 2.3% (n = 94,000); in the data active = activity change below about -80%
# KDM4C inh = inhibitors of GASC-1 (KDM4C) histone demethylase, primary screen, biochemical, single concentration HTS; inhibition, % at 12.5 µM; Lysine-specific demethylase 4C (Homo sapiens), Q9H3R0; GST-KDM4C 2-372, H3K9me3 peptide, LANCE TR-FRET; actives 0.15% (n = 96,000);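 active = mean replicate inhibition above about 25%, with at least 55% of replicates also reaching it, limit read from the data, passing the limit was not always enough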
# Target sequence (Q9H3R0 2-372 limits assumed): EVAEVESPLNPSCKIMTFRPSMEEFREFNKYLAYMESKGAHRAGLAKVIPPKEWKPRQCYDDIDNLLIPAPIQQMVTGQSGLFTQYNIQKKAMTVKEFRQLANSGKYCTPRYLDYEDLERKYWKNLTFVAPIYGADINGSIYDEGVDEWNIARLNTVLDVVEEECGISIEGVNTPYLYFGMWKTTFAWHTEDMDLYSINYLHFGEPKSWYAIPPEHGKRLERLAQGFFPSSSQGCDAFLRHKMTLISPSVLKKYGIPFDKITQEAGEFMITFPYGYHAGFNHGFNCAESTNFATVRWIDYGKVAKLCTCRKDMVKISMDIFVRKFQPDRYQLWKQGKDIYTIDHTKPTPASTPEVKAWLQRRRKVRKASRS
#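 System: N-terminal GST-fused human GASC-1 (KDM4C) fragment, residues 2-372; amount: enzyme final amount 10 nM; incubation: reaction 30 min RT, detection step 1 h RT; medium: HEPES buffer, pH 7.5, plus ascorbate; technique: LANCE TR-FRET, Eu antibody, ULight-streptavidin, EDTA, ex 340 nm, em 618/671 nm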
# Numbers without * were called inactive; . = not tested or not shown; & = joins results of further samples.
cpd	SMILES	Pf Dd2 growth	KDM4C inh
1	COc1ccc(NC(=O)Nc2ccc3c(c2)C(=O)N([C@@H](C)CO)C[C@@H](C)[C@H](CN(C)C(=O)Nc2ccccc2)OCCCC[C@@H](C)O3)cc1	23	-1.0
2	CCNC(=O)C[C@H]1CC[C@@H]2[C@H](COc3ccc(NC(=O)c4cccc(OC)c4)cc3C(=O)N2C)O1	-6	6.5
3	C[C@@H]1CN([C@H](C)CO)C(=O)c2cc(NC(=O)C3CCCCC3)ccc2O[C@H]1CN(C)Cc1ccc(Oc2ccccc2)cc1	-18	-2.0
4	CO[C@H]1CN(C)C(=O)c2ccc(NC(=O)c3cnccn3)cc2OC[C@@H](C)N(C)C[C@@H]1C	23	0.1
5	Cc1noc(C)c1NC(=O)N(C)C[C@H]1Oc2ccc(NS(=O)(=O)c3cccs3)cc2C(=O)N([C@@H](C)CO)C[C@@H]1C	1	3.2
6	Cc1noc(C)c1S(=O)(=O)Nc1ccc2c(c1)C(=O)N([C@@H](C)CO)C[C@@H](C)[C@H](CN(C)S(C)(=O)=O)OCCCC[C@@H](C)O2	19	-0.3
7	CCNC(=O)[C@@H]1[C@@H](CO)[C@@H]2Cn3c(ccc(-c4cccc(OC)c4)c3=O)[C@@H]2N1C(=O)NC(C)C	1	0.8
8	C/C=C/c1cnc2c(c1)C(=O)N([C@@H](C)CO)C[C@@H](C)[C@H](CN(C)C(=O)c1cnccn1)O2	11	-0.4

cpd	Tcruzi prolif	C diff HTS
1	54	5
2	-9	-3
3	114	11
4	-19	-1
5	-156	.
6	37	-3
7	19	0
8	.	-2

# Remaining list, next part
cpd	SMILES	Pf Dd2 growth	KDM4C inh
9	C[C@@H]1CN([C@@H](C)CO)C(=O)c2cc(/C=C/c3ccccc3)cnc2O[C@@H]1CN(C)C(=O)CN(C)C	-11	-0.4
10	C[C@@H]1CN([C@H](C)CO)C(=O)c2cc(NS(C)(=O)=O)ccc2O[C@@H]1CN(C)Cc1ccc(-c2ccccc2)cc1	4	0.5
11	C[C@@H]1CN([C@H](C)CO)C(=O)c2cc(NS(=O)(=O)c3ccc(F)cc3)ccc2O[C@@H]1CN(C)S(=O)(=O)c1ccccc1	30	1.8
12	C[C@H](CO)N1C[C@H](C)[C@@H](CN(C)C(=O)NC2CCCCC2)Oc2c(NS(=O)(=O)c3ccc(Cl)cc3)cccc2C1=O	11	0.8
13	CN1CCN(C(=O)[C@@H]2[C@@H](CO)[C@@H]3Cn4c(ccc(/C=C/c5ccccc5)c4=O)[C@@H]3N2CC2CC2)CC1	.	1.0
14	CC(=O)N(C)C[C@H]1Oc2ncc(-c3cncnc3)cc2C(=O)N([C@H](C)CO)C[C@@H]1C	20	-0.2
15	O=C(Nc1ccc(F)cc1)N1C[C@H]2[C@@H](c3ccccc31)[C@@H](CO)N2C(=O)c1ccc(F)cc1	17	6.2
16	C[C@H](CO)N1C[C@H](C)[C@H](CN(C)C(=O)CCCN(C)C)OCCCC[C@H](C)Oc2ccc(NC(=O)NC3CCCCC3)cc2C1=O	21	3.2

cpd	Tcruzi prolif	C diff HTS
9	.	-1
10	.	-13
11	22	-6
12	-3	12
13	0	8
14	-32	-3
15	19	-6
16	17	3

# Compounds listed so far with two or more sulfur atoms, in the order listed:
cpd	SMILES	Pf Dd2 growth	KDM4C inh
5	Cc1noc(C)c1NC(=O)N(C)C[C@H]1Oc2ccc(NS(=O)(=O)c3cccs3)cc2C(=O)N([C@@H](C)CO)C[C@@H]1C	1	3.2
6	Cc1noc(C)c1S(=O)(=O)Nc1ccc2c(c1)C(=O)N([C@@H](C)CO)C[C@@H](C)[C@H](CN(C)S(C)(=O)=O)OCCCC[C@@H](C)O2	19	-0.3
11	C[C@@H]1CN([C@H](C)CO)C(=O)c2cc(NS(=O)(=O)c3ccc(F)cc3)ccc2O[C@@H]1CN(C)S(=O)(=O)c1ccccc1	30	1.8

cpd	Tcruzi prolif	C diff HTS
5	-156	.
6	37	-3
11	22	-6

# 3 records picked at random from the list so far:
cpd	SMILES	Pf Dd2 growth	KDM4C inh
16	C[C@H](CO)N1C[C@H](C)[C@H](CN(C)C(=O)CCCN(C)C)OCCCC[C@H](C)Oc2ccc(NC(=O)NC3CCCCC3)cc2C1=O	21	3.2
13	CN1CCN(C(=O)[C@@H]2[C@@H](CO)[C@@H]3Cn4c(ccc(/C=C/c5ccccc5)c4=O)[C@@H]3N2CC2CC2)CC1	.	1.0
11	C[C@@H]1CN([C@H](C)CO)C(=O)c2cc(NS(=O)(=O)c3ccc(F)cc3)ccc2O[C@@H]1CN(C)S(=O)(=O)c1ccccc1	30	1.8

cpd	Tcruzi prolif	C diff HTS
16	17	3
13	0	8
11	22	-6

# (continued)
cpd	SMILES	Pf Dd2 growth	KDM4C inh
17	COc1ccc(-c2cnc3c(c2)C(=O)N([C@H](C)CO)C[C@H](C)[C@H](CN(C)Cc2ccccc2)O3)cc1	-28&-38	1.2
18	O=C(NC[C@H]1[C@H](c2ccccc2)[C@H](CO)N1C(=O)Cc1ccncc1)C1CCC1	8	0.3
19	COc1ccc(CN2CC3(CN(C(=O)C4CCC4)C3)c3c(n(C)c4cc(OC)ccc34)[C@H]2CO)cc1	-69	-0.6
20	COc1ccc(NC(=O)Nc2ccc3c(c2)C(=O)N([C@H](C)CO)C[C@@H](C)[C@@H](CN(C)S(=O)(=O)c2ccc(Cl)cc2)O3)cc1	13	-2.3
21	O=C(C[C@@H]1C[C@H]2c3cc(NC(=O)Nc4ccc(C(F)(F)F)cc4)ccc3O[C@H]2[C@@H](CO)O1)NCc1ccc2c(c1)OCO2	4	-0.5
22	CN1C(=O)c2cc(NC(=O)c3cccs3)ccc2OC[C@@H]2O[C@@H](CC(=O)NCC3CC3)CC[C@H]21	-6	-0.8
23	O=C(Cc1ccccc1)N[C@H]1C=C[C@H](CC(=O)N2CCOCC2)O[C@H]1CO	-9	-0.4
24	COc1ccccc1S(=O)(=O)N1C[C@H](O)COC[C@H]2O[C@H](CC(=O)O)CC[C@@H]21	-8	2.6

cpd	Tcruzi prolif	C diff HTS
17	37&28	2&7
18	-5	2
19	.	7
20	-9	4
21	53	3
22	44	-2
23	-54	.
24	46	.

# Values in list order from the list:
# Nos. 17–24 in KDM4C inh: 1.2, 0.3, -0.6, -2.3, -0.5, -0.8, -0.4, 2.6

# (list continues)
cpd	SMILES	Pf Dd2 growth	KDM4C inh
25	C[C@@H]1CN([C@@H](C)CO)C(=O)c2cccc(NC(=O)c3ccc(-c4nccs4)cc3)c2O[C@H]1CN(C)Cc1ccc(Cl)c(Cl)c1	-90*	-6.6
26	C[C@@H]1CN([C@H](C)CO)C(=O)Cc2cc(NC(=O)Cn3cnnn3)ccc2O[C@H]1CN(C)Cc1ccc(C(=O)O)cc1	24	-1.2
27	C[C@@H]1CN([C@@H](C)CO)C(=O)c2cc(NS(=O)(=O)c3ccc(Cl)cc3)ccc2O[C@@H]1CN(C)C	-56	0.0
28	O=C(C[C@H]1C=C[C@@H](NC(=O)CC2CC2)[C@H](CO)O1)NCc1ccc(-c2ccccc2)cc1	18	4.1
29	C[C@@H]1CN([C@@H](C)CO)S(=O)(=O)c2ccc(C3=CCCCC3)cc2O[C@@H]1CN(C)S(=O)(=O)c1ccc(F)cc1	-34	-0.2
30	CN1C(=O)c2cc(NC(=O)C3CCCC3)ccc2OC[C@H]2O[C@@H](CC(=O)O)CC[C@@H]21	-4	0.3
31	COc1ccc2c3c([nH]c2c1)[C@@H](CO)N(C(=O)CC1CC1)CC31CN(Cc2cccnc2)C1	-37	-0.7
32	O=C(C[C@@H]1CC[C@H]2[C@@H](COC[C@@H](O)CN2CC2CCCC2)O1)NCC1CC1	-13	-0.9

cpd	Tcruzi prolif	C diff HTS
25	88	-2
26	5	-4
27	.	6
28	13	.
29	120*	3
30	-1	1
31	.	-4
32	.	4

# Next part
cpd	SMILES	Pf Dd2 growth	KDM4C inh
33	CC(C)CC#Cc1ccc([C@H]2[C@@H](CO)N3C(=O)CN(C(=O)NC4CCCCC4)C[C@H]23)cc1	-39	-2.7
34	CCCC#Cc1ccc([C@H]2[C@H]3CN(CC4CC4)CCCCN3[C@H]2CO)cc1	-34	-0.8
35	C[C@H](CO)N1C[C@H](C)[C@H](CN(C)S(=O)(=O)c2ccccc2)Oc2ccc(NC(=O)Nc3ccc(F)cc3)cc2C1=O	7	-1.4
36	CCCNC(=O)N(C)C[C@@H]1Oc2cc(C#Cc3cccc(F)c3)ccc2S(=O)(=O)N([C@H](C)CO)C[C@@H]1C	-37	-0.1
37	C[C@H](CO)N1C[C@H](C)[C@@H](CN(C)S(=O)(=O)c2ccc(Cl)cc2)OCCCC[C@H](C)Oc2ccc(N(C)C)cc2C1=O	-63	-0.8
38	CN(C)C(=O)c1cccc(-c2ccc3c(c2)[C@H]2[C@H](CCN2C(=O)c2cccc(F)c2)[C@@H](CO)N3C)c1	-13	2.8
39	CC=Cc1ccc2n(c1=O)C[C@@H]1[C@@H](CO)[C@H](C(=O)N(C)C)[C@H]2N1C(=O)c1ccc(F)cc1 (mixture of isomers)	.	0.3
40	O=C(c1cnccn1)N1CC(=O)N2[C@H](C1)[C@@H](c1ccc(C#CC3CC3)cc1)[C@@H]2CO	-4	-1.0

cpd	Tcruzi prolif	C diff HTS
33	.	-11
34	48	-1
35	34	5
36	116*	-30
37	77	0
38	99*	-9
39	-12	3
40	.	1

# The list continues.
cpd	SMILES	Pf Dd2 growth	KDM4C inh
41	COc1ccccc1NC(=O)N[C@@H]1CC[C@@H](CCn2cc(-c3ccccc3OC)nn2)O[C@@H]1CO	-46	0.1
42	CCc1nc(N2[C@H](CO)[C@H](c3ccccc3-c3ccccc3C)[C@@H]2C#N)sc1C	-41	0.4
43	N#C[C@H]1N[C@@H](CO)[C@@H]1c1ccccc1	36	-0.6
44	C[C@@H]1CN([C@@H](C)CO)C(=O)c2cc(NC(=O)c3ccccc3)ccc2O[C@@H](C)CCCCO[C@@H]1CN(C)C(=O)Nc1cccc2ccccc12	-87*	-1.6
45	C[C@@H]1CN([C@H](C)CO)C(=O)Cc2cc(NC(=O)CCC(F)(F)F)ccc2O[C@H]1CN(C)Cc1ccc(C(=O)O)cc1	11	-1.1
46	CN(C)C(=O)[C@H]1[C@H](CO)[C@H]2Cn3c(ccc(-c4cccc(F)c4)c3=O)[C@@H]1N2CC1CC1	4	0.9
47	COc1ccc(NC(=O)Nc2ccc3c(c2)[C@@H]2C[C@H](CC(=O)NCCc4ccccc4)O[C@H](CO)[C@@H]2O3)cc1	-45	-4.2
48	Cc1noc(C)c1NC(=O)Nc1ccc2c(c1)C(=O)N([C@@H](C)CO)C[C@H](C)[C@H](CN(C)S(=O)(=O)c1c(C)noc1C)O2	36	3.0

cpd	Tcruzi prolif	C diff HTS
41	15	-1
42	.	0
43	3	-17
44	63	2
45	8	1
46	29	1
47	159*	1
48	18	-5

# Whole records as entered above.
# Cc1noc(C)c1NC(=O)Nc1ccc2c(c1)C(=O)N([C@@H](C)CO)C[C@H](C)[C@H](CN(C)S(=O)(=O)c1c(C)noc1C)O2 reads Pf Dd2 growth = 36; KDM4C inh = 3.0; Tcruzi prolif = 18; C diff HTS = -5
# COc1ccccc1NC(=O)N[C@@H]1CC[C@@H](CCn2cc(-c3ccccc3OC)nn2)O[C@@H]1CO reads Pf Dd2 growth = -46; KDM4C inh = 0.1; Tcruzi prolif = 15; C diff HTS = -1

# The list continues:
cpd	SMILES	Pf Dd2 growth	KDM4C inh
49	O=C(CCN1CCCCC1)N[C@H]1CC[C@H](CCn2cc(-c3cccc(F)c3)nn2)O[C@H]1CO	-10	6.8
50	O=C(N[C@H]1CC[C@@H](CCNS(=O)(=O)c2ccc(F)cc2)O[C@@H]1CO)c1ccccn1	-7	0.2
51	O=C(Cc1ccccc1)NC[C@H]1N[C@H](CO)[C@@H]1c1ccc(-c2ccccc2)cc1	-7	-3.6
52	CN(C)Cc1cn(CC[C@@H]2CC[C@@H](NC(=O)Nc3ccccc3F)[C@H](CO)O2)nn1	-14	.
53	CO[C@@H]1CN(C)C(=O)c2ccc(NS(=O)(=O)c3ccccc3C)cc2OC[C@H](C)NC[C@@H]1C	17	-1.7
54	C[C@@H]1CN([C@@H](C)CO)C(=O)Cc2cc(NS(=O)(=O)c3cccs3)ccc2O[C@@H]1CN(C)Cc1ccc(Oc2ccccc2)cc1	-17	0.0

cpd	Tcruzi prolif	C diff HTS
49	.	3
50	-1	4
51	.	2
52	-58	-3
53	3	.
54	72	5
